Assay outcomes as filed in PubChem.
TWEAK Fn14 block – blocks TWEAK-Fn14 interaction in a reporter cell assay; TWEAK-stimulated Fn14 reporter cells, luciferase luminescence, 8 h; inhibition, % at 10 µM; 360,000 tested, 2% active; AID 1159606; in the data active means inhibition above about 50%
COUP-TFII inh – blocks human COUP-TFII nuclear receptor; AID 686940; 370,000 tested, 0.7% active; inhibition, % at 8.6 µM; HEK293T NGFI-A luciferase reporter, luminescence;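 active means inhibition above a per-plate cutoff, mean inhibition of test wells between control levels plus 3 SD, cut at about 38% in these data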;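 further: cells cotransfected with COUP-TFII expression vector driving the NGFI-A reporter; 0% = median of COUP-TF2 test wells and 100% = reporter-only cells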
Target sequence (P24468 whole entry, looked up): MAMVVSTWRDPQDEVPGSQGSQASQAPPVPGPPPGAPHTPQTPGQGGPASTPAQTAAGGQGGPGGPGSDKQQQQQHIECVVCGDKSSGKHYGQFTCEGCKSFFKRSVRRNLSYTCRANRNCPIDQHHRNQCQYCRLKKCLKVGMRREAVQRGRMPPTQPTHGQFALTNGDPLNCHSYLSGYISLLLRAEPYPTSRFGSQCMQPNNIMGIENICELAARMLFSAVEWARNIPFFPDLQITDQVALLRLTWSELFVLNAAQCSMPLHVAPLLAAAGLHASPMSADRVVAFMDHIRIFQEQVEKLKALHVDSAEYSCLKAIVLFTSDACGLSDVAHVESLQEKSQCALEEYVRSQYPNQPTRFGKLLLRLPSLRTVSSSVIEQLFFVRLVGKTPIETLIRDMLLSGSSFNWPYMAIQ
KKLEB tox – CF airway cell cytotoxicity counter-screen; KKLEB CF airway cells viability, ATPlite luminescence, overnight; active compounds read low; cells stimulated with P. aeruginosa culture filtrate; activity change (cytotoxicity), % at 5 µM; 360,000 tested, 0.36% active;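 active means corrected activity change at or below -50% at 5 µM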
NCOA3 inh – inhibits human SRC3 coactivator | Q9Y6Q9 | HEK293 GAL4-SRC3 luciferase reporter, luminescence | inhibition, % at 3.6 µM | 360,000 tested, 0.17% active | AID 588352;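 active means inhibition above a per-campaign cutoff, the mean of all compounds plus 3 SD, cut at about 60% in these data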;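 further: 0% = DMSO-treated cells and 100% = gossypol-treated cells at 36 µM; higher means less SRC3-driven luciferase light from the GAL4 reporter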
CF NFkB block – inhibitors of cystic fibrosis induced NF-kB | inhibition, % at 5 µM | KKLEB NF-kB-GFP reporter, PAF-induced, GFP fluorescence overnight | 360,000 tested, 0.86% active;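 active means at least 50% inhibition at 5 µM, scaled per plate between neutral and stimulator controls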;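 further: PAF is a Pseudomonas aeruginosa culture filtrate used as stimulus; plate controls were PAF-stimulated DMSO wells for no effect and unstimulated DMSO wells for full effect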
EBV LMP1 NFkB – Epstein-Barr LMP1 NF-kappaB reporter inhibition; inhibition, % at 12.5 µM; 350,000 tested, 0.69% active; AID 504558; LMP1-induced NF-kappaB luciferase reporter cells, luminescence; in the data active means inhibition above about 41%;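 further: 0% = neutral control wells and 100% = reference inhibitor control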
NCOA2 inhibitor – human SRC2 (NCOA2) inhibition. AID 651957. inhibition, % at 9 µM. HEK293 GAL4-SRC2 luciferase reporter, luminescence. Q15596. 370,000 tested, 0.17% active;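 active means inhibition above the mean inhibition of all tested compounds plus 3 SD, set per campaign, cut at about 52% in these data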;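 further: 0% = DMSO treated cells and 100% = cells given Gossypol at 36 µM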
SRC1 inh – human NCOA1 inhibition; HEK293 GAL4-SRC1 luciferase reporter, luminescence; inhibition, % at 3.6 µM; 360,000 tested, 0.12% active; AID 588354;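 active means inhibition above the campaign mean plus 3 SD, with each screening campaign given its own cutoff, cut at about 60% in these data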;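 further: 0% = DMSO treated cells and 100% = gossypol at 36 µM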
TRAIL sens C8 – sensitizes caspase-8 expressing cells to TRAIL; 360,000 tested, 1% active; inhibition (viability loss, TRAIL sensitization), % at 10 µM; NB7+C8 cells + TRAIL, ATPlite viability luminescence; AID 624354;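 active means compounds causing at least 50% loss of cell viability in the single-dose screen, relative to plate controls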
LRH-1 inv ag – NR5A2 inverse agonism in reporter assay. AID 602396. O00482. HEK293T StAR-luciferase reporter, LRH-1 transfected, 24 h. inhibition, % at 3.6 µM. 360,000 tested, 0.13% active;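 active means inhibition above the mean inhibition of all tested compounds plus 3 SD, cut at about 73% in these data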;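 further: 0% = DMSO wells and 100% = reporter-only cells lacking LRH-1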
Target sequence (O00482 whole entry, looked up): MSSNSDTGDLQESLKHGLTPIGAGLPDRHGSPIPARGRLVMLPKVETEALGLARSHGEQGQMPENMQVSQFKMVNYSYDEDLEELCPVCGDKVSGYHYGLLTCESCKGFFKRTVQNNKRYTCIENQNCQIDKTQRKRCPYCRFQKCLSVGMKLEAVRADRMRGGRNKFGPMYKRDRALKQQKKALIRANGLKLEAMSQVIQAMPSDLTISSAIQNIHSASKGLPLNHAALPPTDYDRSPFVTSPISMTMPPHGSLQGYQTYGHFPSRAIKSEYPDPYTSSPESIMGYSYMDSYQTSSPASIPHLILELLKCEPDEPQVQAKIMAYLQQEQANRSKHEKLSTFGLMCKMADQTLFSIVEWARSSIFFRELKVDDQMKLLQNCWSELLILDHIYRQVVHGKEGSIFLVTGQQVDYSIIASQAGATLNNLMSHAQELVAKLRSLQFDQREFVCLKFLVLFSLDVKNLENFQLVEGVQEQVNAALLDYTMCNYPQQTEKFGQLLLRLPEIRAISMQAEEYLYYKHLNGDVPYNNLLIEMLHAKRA
TROY signal inh – blocks TROY-dependent signaling in reporter cells; Q293 LMP1-TROYcd NF-kB luciferase reporter, 4 h; inhibition, % at 10 µM; 360,000 tested, 0.98% active;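 active means compounds whose plate-normalised and pattern-corrected inhibition of the luciferase reporter signal at the single screening dose is 50% or more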
Starred values were filed as active, the others as inactive; . = no result given.

mol	TWEAK Fn14 block	COUP-TFII inh	KKLEB tox	NCOA3 inh	CF NFkB block	EBV LMP1 NFkB	NCOA2 inhibitor	SRC1 inh	TRAIL sens C8	LRH-1 inv ag	TROY signal inh
COc1ccc(OC)c(S(=O)(=O)NC(C)c2ccc(-n3ccnc3)cc2)c1 (centres undefined)	10	-14	9	18	9	-1	-23	-3	-3	-13	-2
CCOC(=O)c1nnn(-c2nonc2N)c1CSc1ccccn1	-6	-9	3	3	-15	-13	-7	-9	3	-8	6
COc1cc([N+](=O)[O-])ccc1-c1ccc(/C=N/NC(N)=O)o1	-49	6	-1	-4	-61	-10	2	-27	21	23	5
COc1ccc(-c2cc3ccc(OC)cc3cn2)cc1	86*	-32	-48	-100	-23	22	-42	-91	77*	-174	42
N#CC1=C(N)Oc2cc(O)ccc2C1c1ccc(Br)s1 (centres undefined)	-7	-11	10	-8	11	-3	2	-6	-3	-6	22
CCOC(CCNC(=O)c1cn(C)c(=O)c2c1c1ccccc1n2C)OCC	7	-2	-4	4	10	-2	-13	-1	6	6	3
Cc1ccc(C(=O)OC(C)C(=O)NC2CCCCC2C)s1 (centres undefined)	-1	1	15	18	7	8	21	8	16	2	4
Cc1ccc(C(=O)NCCNc2nc3cc(C)c(C)cc3cc2C)cc1	-2	2	-12	5	12	4	-7	5	16	-6	11
O=C1c2ccccc2C(=O)N1Cc1nc2ccccc2c(=O)n1CCCn1ccnc1	-9	8	-1	12	-6	-4	-14	-2	-12	1	4
CC1(c2ccccc2)NC(=O)N(CC(=O)N2CCc3ccccc32)C1=O (centres undefined)	-1	0	4	-8	-2	-8	-15	1	-30	1	6
CC(C)(C)NC(=O)c1ccccc1NC(=O)C1CCCO1 (centres undefined)	6	-1	8	7	0	3	-1	1	2	-10	-5
O=C(Nc1ccncc1)c1ccc2c(c1)S(=O)(=O)c1ccccc1C2=O	6	-1	1	5	5	8	-23	7	32	5	27
Cc1ccc(C(c2sc3nc(C)nn3c2O)N2CCN(c3ccccc3F)CC2)cc1 (centres undefined)	7	4	5	-19	3	-3	-15	-4	-1	-14	16
COCCN1CCC(CNCc2cn[nH]c2-c2ccc(C)c(C)c2)C1 (centres undefined)	-6	4	-4	-1	2	-6	7	-14	11	-25	10
CN1C[C@@H]2[C@@H]3C(=O)N(C)C(=O)[C@@H]3[C@](C)(C1=O)N2C(=O)c1ccccc1	8	.	-4	-15	16	3	.	-28	-5	-4	-8
O=C(Nc1ccccc1)OC(CN1CCCCC1)C(F)(F)F (centres undefined)	-3	6	5	-5	-5	-5	-12	-6	1	1	-12
O=C(/C=C/c1ccc([N+](=O)[O-])cc1)NCc1ccccn1	3	3	-6	19	0	4	0	-9	23	11	-4
COc1cc(/C=C2\OC(=O)c3c(OC)cccc32)ccc1O	-30	-115	0	-38	-51	6	-97	-97	8	-76	-36
O=[N+]([O-])c1cc(S(=O)(=O)N2CCOCC2)ccc1N1CCCC1	-13	-10	18	-3	-3	9	-8	1	-4	-8	-4
CC1(C)NC(=O)N(CC(O)CNC23CC4CC(CC(C4)C2)C3)C1=O (centres undefined)	-17	10	4	-1	9	1	-19	-20	-8	1	12
COc1ccc(OC)c(C2C(C(C)=O)=C(O)C(=O)N2Cc2cccnc2)c1 (centres undefined)	-5	11	8	6	-10	-1	0	-3	3	9	1
CCCn1nnnc1NCc1ccc(N(CC)CC)cc1	-18	0	-13	8	9	-4	-3	-1	-1	12	-18
CCC(=O)Nc1cc(-c2nn(C)c(=O)c3ccccc23)ccc1OC	1	-31	-12	4	-16	-14	-44	-17	6	4	10
Cn1cc(/C=N\NC(=O)c2cccs2)c2ccccc21	-25	-26	2	-77	-39	-8	-45	-95	9	-176	-63
CSCCNC(=O)C1(C)CCN1C(=O)c1sccc1C (centres undefined)	4	4	-5	9	16	.	-26	6	-5	10	-1
CC(C)C[C@@]12C(=O)N(c3cccc(Cl)c3)C(=O)N1[C@H](c1ccc(Cl)cc1)[C@@H]1C(=O)N(C3CCCCC3)C(=O)[C@@H]12	10	-2	3	2	32	0	2	0	2	-8	-8
COc1ccc(Nc2nc(OC)nc(N3CCOCC3)n2)cc1	12	-21	-4	9	9	1	-9	-10	1	-42	-21
CCCC(=O)Nc1cccc(Oc2nc(C)cc(C)c2C#N)c1	1	6	4	-4	8	4	5	12	0	12	.
CC(Sc1nn(-c2ccccc2)c(=S)s1)C(=O)NCC1CCCO1 (centres undefined)	-5	0	-5	11	36	-5	0	-5	-4	-9	-5
CCOC(=O)CC1(NC(=O)c2cc(COc3ccc(F)c(F)c3)on2)CCCCC1	7	2	-1	-6	15	2	24	2	18	15	16
COc1ccc(NS(=O)(=O)c2cc(NC(=O)c3cc(F)c(F)cc3Cl)ccc2N2CCOCC2)cc1	-26	8	-1	-1	0	-4	-3	-9	-13	2	1
Cc1cc(=O)oc2cc(NC(=O)C(C)N3C(=O)C4CCCCC4C3=O)ccc12 (centres undefined)	-18	3	12	20	12	-1	5	-8	2	9	2
COc1ccccc1N1CCN(S(=O)(=O)CCNC(=O)c2ccc(Br)o2)CC1	9	7	7	-10	0	-2	5	-5	-6	13	0
O=C(c1ccc(Cl)cc1)N1CCN(c2ccc(N3CCOCC3)nn2)CC1	-3	-16	4	3	1	-8	-29	-6	-10	7	-1
COC(=O)CC1C(=O)NCCN1C(=O)c1cc(OC)c(OC)cc1OC (centres undefined)	10	-3	-8	-8	13	1	-30	11	-19	6	9
CCc1ccc(NC(=S)N(CCCN2CCN(C)CC2)Cc2cccs2)cc1	-24	-11	4	17	-7	9	12	-2	13	3	0
Cc1cccc(Cn2c(=O)n(-c3ccc(CC(=O)NCc4ccco4)cc3)c(=O)c3sccc32)c1	10	6	-8	1	22	5	0	4	19	10	15
CCOC(=O)c1sc(NC(=O)c2cc(-c3ccc(C)cc3)nc3ccccc23)c(C#N)c1C	62*	20	-62*	-5	50	5	8	5	47	2	49
Cc1cc(C)n(-c2nc3ccccc3c(=O)n2OCC(=O)Nc2c(C)cccc2C)n1	11	-17	1	1	-8	2	-14	-11	13	-3	9
CNC(=S)N1CCC(n2cnc3ccccc32)CC1	2	-6	4	-7	-3	-10	-15	-17	-4	-27	2
COc1ccc(CCNC(=O)CSc2nc(C)cc(C)n2)cc1OC	0	4	5	13	8	-9	-14	-10	-2	5	-6
O=C1OC(c2ccccc2)=C/C1=C/N1CCCCC1	-11	-5	-12	-45	-9	-32	-4	-114	-2	-47	-19
Cc1cccnc1NC(=O)CNC(=O)COc1ccccc1	-1	-17	3	7	-8	-6	-5	-9	9	-15	-1
COc1ccc(OCC(=O)NNC(=S)NC(=O)c2ccc(Br)o2)cc1	12	5	2	3	3	-1	-43	-18	18	9	-10
COc1ccc2cc(C(=O)Nc3ccc(Cl)cc3)sc(=O)c2c1OC	-12	-8	-16	3	16	-10	-12	-11	18	-7	-39
CC(C)Cn1c(/C=C/c2ccco2)nc2ccccc21	19	5	3	-15	-3	-10	14	9	-4	9	-5
CCOc1ccc2nc(SCC(=O)NC3CCS(=O)(=O)C3)[nH]c2c1 (centres undefined)	5	3	22	4	-12	-4	10	6	-5	23	.
Cc1ccc(CCNC(=O)C2CCN(S(=O)(=O)N3CCCC3)CC2)cc1	6	3	-6	3	10	0	12	-3	2	-8	9
FC(F)(F)c1cc(-c2ccco2)nc(NCCc2ccccc2)n1	-29	7	0	-10	2	-3	-39	-12	3	-20	-27
CC(Sc1nc(-c2ccc(F)cc2)cs1)C(=O)Nc1ccc(Cl)cn1 (centres undefined)	9	1	-3	-7	10	-6	-11	10	-5	9	2
S=c1[nH]nc(-c2ccncc2)n1/N=C/c1cn(-c2ccccc2)nc1-c1ccccc1	-11	16	7	-9	-1	.	-25	-9	10	8	-5
CC(=O)Nc1ccc(S(=O)(=O)NNC(=O)COc2cccc3ccccc23)cc1	-4	6	14	7	-4	7	-17	10	10	14	-12
COCCn1c(=NC(=O)c2nc3ccccc3s2)sc2cc(S(C)(=O)=O)ccc21	-2	10	-10	3	-1	9	6	0	34	10	13
O=C(COC(=O)/C=C/c1cccc(Cl)c1)NCCc1ccccc1	19	-3	-4	7	-2	-6	-37	5	-2	-8	-10
CCC(=O)Nc1ccc(NC(=O)CSc2nnnn2Cc2ccccc2)cc1C	-11	-5	4	12	3	11	8	9	-6	2	10
CCN(CC)S(=O)(=O)c1ccc(OC)c(NC(=O)c2cn(CC)c3nc(C)ccc3c2=O)c1	1	-1	1	-1	3	3	15	4	-5	3	-4
COc1ccc(C(CC(=O)NCc2ccccc2)Sc2n[nH]c(-c3ccccc3)n2)cc1 (centres undefined)	13	-1	11	12	-16	1	16	0	-13	15	18
CN(C)/N=C/c1c(O)ccc2ccccc12	-2	-1	-3	-5	-4	-5	-22	-1	-1	-11	3
Cc1nc(SCc2c(F)cccc2Cl)n[nH]1	11	7	-14	-4	18	1	-16	-12	-14	-35	-3
CCN(CC)c1ccc(/C=C/C(=O)c2cccnc2)cc1	7	-16	1	13	1	4	3	25	6	-15	-13

Sorted by value in SRC1 inh (rising): some entries from above
compound	TWEAK Fn14 block	COUP-TFII inh	NCOA3 inh	CF NFkB block	EBV LMP1 NFkB	NCOA2 inhibitor	SRC1 inh	LRH-1 inv ag
CN1C[C@@H]2[C@@H]3C(=O)N(C)C(=O)[C@@H]3[C@](C)(C1=O)N2C(=O)c1ccccc1	8	.	-15	16	3	.	-28	-4
COc1ccc(OC)c(C2C(C(C)=O)=C(O)C(=O)N2Cc2cccnc2)c1 (centres undefined)	-5	11	6	-10	-1	0	-3	9
CC(C)C[C@@]12C(=O)N(c3cccc(Cl)c3)C(=O)N1[C@H](c1ccc(Cl)cc1)[C@@H]1C(=O)N(C3CCCCC3)C(=O)[C@@H]12	10	-2	2	32	0	2	0	-8

The results go on:
mol	TWEAK Fn14 block	COUP-TFII inh	KKLEB tox	NCOA3 inh	CF NFkB block	EBV LMP1 NFkB	NCOA2 inhibitor	SRC1 inh	TRAIL sens C8	LRH-1 inv ag	TROY signal inh
OC(c1ccccc1)c1nc(-c2ccccc2)cs1 (centres undefined)	-9	-8	-3	-48	0	.	-48	-47	-12	-46	-35
CC(=O)N1CCN(c2ccc(NCc3ccc(C(C)C)cc3)cc2)CC1	14	-2	0	-4	-10	24	-5	-8	12	16	8
O=C(CCNC(=O)c1ccccc1Cl)Nc1ccc2c(c1)OCO2	0	-15	2	-8	2	0	-22	-21	5	2	2
COc1ccc2oc(=O)c(C(=O)Nc3cccc(C(C)=O)c3)cc2c1	-41	-7	10	-37	5	0	-61	-38	19	-64	-26
CC(C)NS(=O)(=O)c1cccc2nsnc12	-1	-7	-5	15	-6	5	21	-5	-1	4	-4
Cc1nnc(SCc2ccccc2)nc1-c1ccccc1	-28	-16	12	-40	-11	-14	-60	-54	12	-82	-61
CCC1(c2ccc(C)cc2)NC(=O)N(CC(=O)Nc2cccc(S(=O)(=O)N3CCCC3)c2)C1=O (centres undefined)	-6	11	7	-3	4	-12	14	-7	-3	3	-10
O=[N+]([O-])c1ccc(Cl)c(S(=O)(=O)Nc2ccc3cn[nH]c3c2)c1	9	5	2	-7	10	-8	-9	-4	-2	8	17
